From PubChem BioAssay
Nrf2 activator: qHTS of Nrf2 Activators. AREc32 ARE-luciferase reporter (MCF7-derived line), luminescence, 24 h. Potency, µM (highest dose often 46.1 µM), inactives show at the top dose activation, hits mostly activators. 410,000 compounds, 0.31% hits. AID 624171, 2012; note: potency is the fitted concentration of half-maximal effect; % of control where 0% means no effect; nearly all actives have a fitted effect of over 65% in size
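Cells of the AREc32 ARE-luciferase line are plated in OPTI-MEM containing 5% FBS and left overnight at 37 deg C. Compounds are pinned in, incubation continues 24 hr, and firefly luciferase signal is then measured.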
CCT modulator: High-Throughput Screening for Modulators of Cytosolic Chaperonin Activity. purified chaperonin ATPase assay, HTRF ADP detection, 30 min. activity change, % (no concentration beside the values), hits read low. 360,000 compounds, 0.3% hits; in the data active = activity change below about -30%; note: % is set by controls: 0 for no effect and ±100 for the full control effect
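TRiC (40 or 20 nM final, by batch activity) in 30 mM Tris pH 7.4, 100 mM KCl, 5 mM MgCl2, 1 mM DTT was treated with compound at 76 uM single dose, then 10 uM ATP, 30 min at 37 °C. ADP was read by HTRF Transcreener.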
Nrf2 block: Nrf2 qHTS screen for inhibitors. A549 ARE-Fluc reporter, luciferase luminescence, 18-24 h. 360,000 compounds, 2.1% hits. Potency, µM (top dose mostly 46 µM), without a hit: at the highest dose activity change, negative = inhibition, hits mostly inhibitors; note: potency is the fitted concentration of half-maximal effect; % is set by controls: 0 for no effect and ±100 for the full control effect; nearly all actives have a fitted effect of over 60% in size
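Cells were seeded and rested 2 h, then exposed to compounds for 18-24 h. CellTiter-Fluor was read first as a viability measure. BugLite was added 15 min before the final luminescent read of ARE-luciferase activity in A549 cells.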
MmCpn inh: Inhibitors of TCP-1 ring complex (TRiC) of Methanococcus maripaludis (MmCpn): qHTS; Chaperonin Mm-Cpn (Methanococcus maripaludis); purified Mm-Cpn ATPase, ADP Transcreener TR-FRET; Potency, µM (highest dose often 76.9 µM), without a hit: at the top dose activity, negative = inhibition, most hits filed as inhibitors; 330,000 compounds, 0.031% hits; AID 504842, 2011; note: potency is the fitted concentration of half-maximal effect; % is set by controls: 0 for no effect and ±100 for the full control effect; nearly all actives have a fitted effect of over 80% in size
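Eu-cryptate anti-ADP/ADP-d2 competition gives a ratio inversely related to ADP. Enzyme at 25 nM was pre-exposed to compound for 10 min, then given 10 uM ATP for 30 min, 37°C throughout.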
EPAC2 ag: qHTS for Agonist of cAMP-regulated guanine nucleotide exchange factor 4 (EPAC2): primary screen; Rap guanine nucleotide exchange factor 4 (Homo sapiens), Q8WZA2; 360,000 compounds, 0.079% hits; AID 720711, 2013; EPAC2 activation, biochemical qHTS; response scale: 100% = 6.5 mM cAMP response; Potency, µM (doses to about 154 µM), without a hit: at the top dose activation, actives largely listed as activators; note: potency is the fitted concentration of half-maximal effect; nearly all actives have a fitted effect of over 50% in size
Target sequence (Q8WZA2 whole entry, looked up): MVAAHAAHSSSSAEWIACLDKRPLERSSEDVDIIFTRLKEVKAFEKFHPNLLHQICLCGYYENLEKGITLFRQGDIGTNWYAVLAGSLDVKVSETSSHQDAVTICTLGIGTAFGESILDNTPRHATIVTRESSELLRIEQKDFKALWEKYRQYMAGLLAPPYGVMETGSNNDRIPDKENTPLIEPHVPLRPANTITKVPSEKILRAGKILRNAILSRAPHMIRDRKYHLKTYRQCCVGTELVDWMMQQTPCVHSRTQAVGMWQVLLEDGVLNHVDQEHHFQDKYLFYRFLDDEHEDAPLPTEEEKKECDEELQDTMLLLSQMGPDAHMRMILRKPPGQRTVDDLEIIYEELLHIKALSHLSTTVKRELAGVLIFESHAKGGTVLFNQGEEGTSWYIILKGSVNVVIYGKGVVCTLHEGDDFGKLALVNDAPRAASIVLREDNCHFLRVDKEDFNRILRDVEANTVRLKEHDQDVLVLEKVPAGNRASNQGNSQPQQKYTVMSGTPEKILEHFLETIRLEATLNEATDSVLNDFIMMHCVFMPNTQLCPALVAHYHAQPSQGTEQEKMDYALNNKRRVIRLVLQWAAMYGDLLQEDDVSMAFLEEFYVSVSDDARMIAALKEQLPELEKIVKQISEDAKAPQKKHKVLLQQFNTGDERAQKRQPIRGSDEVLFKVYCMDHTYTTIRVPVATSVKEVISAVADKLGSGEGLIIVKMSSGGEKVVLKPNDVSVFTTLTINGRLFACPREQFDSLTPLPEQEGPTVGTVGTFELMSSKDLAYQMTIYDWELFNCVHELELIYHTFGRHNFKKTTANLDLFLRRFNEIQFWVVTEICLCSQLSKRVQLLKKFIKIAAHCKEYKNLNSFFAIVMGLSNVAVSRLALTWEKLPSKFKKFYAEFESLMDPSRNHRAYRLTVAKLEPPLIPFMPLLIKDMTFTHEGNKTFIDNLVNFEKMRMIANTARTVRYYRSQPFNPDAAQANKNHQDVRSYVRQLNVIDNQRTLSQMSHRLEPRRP
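Setup: EPAC2 100 nM, labeled Rap1B complex 250 nM, free GDP 50 uM. Compound titrations pinned in, brief spin, 5 min room temperature incubation. Kinetic fluorescence read over 30 min, normalized to 6.5 mM cAMP.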
EPAC2 antagonist: qHTS for Antagonist of cAMP-regulated guanine nucleotide exchange factor 2 (EPAC2): primary screen; Rap guanine nucleotide exchange factor 4 (Homo sapiens), Q8WZA2; EPAC2 GEF exchange of Rap1B-BODIPY-GDP, fluorescence; Potency, µM (top dose mostly 114 µM), inactives show top-dose activity, negative = inhibition, most hits filed as inhibitors; 360,000 compounds, 0.18% hits; AID 720708, 2013; note: potency is the fitted concentration of half-maximal effect; % is set by controls: 0 for no effect and ±100 for the full control effect; nearly all actives have a fitted effect of over 45% in size; many of its hits are not listed in these tables
pAkt inh: HTS Assay for Inhibitors of Akt Phophorylation: Primary Screen; 360,000 compounds, 0.32% hits; Neuro2A IGF-stimulated pAkt S473 HTRF, 20 min; active compounds read low; AID 651550, 2012; activity change, % for hits at 50 µM; in the data active = activity change below about -80%; inconclusive = mostly about -51% to -80%; note: % is set by controls: 0 for no effect and ±100 for the full control effect
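Neuro2A cells in DMEM with 0.5% FBS, overnight at 37 deg C, given compound at single 50 µM final, then IGF (6 nM final) for 20 min at 37 deg C. Lysed; phospho-Akt Ser473 by HTRF after 24 h, 665/615 ratio.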
TGFb SMAD3 inh: qHTS for Inhibitors of TGF-b; HepG2 CAGA-GFP TGF-b/SMAD3 reporter, GFP fluorescence, 18 h; TGF-beta stimulated, 500 pg/mL final; Potency, µM (highest dose often 46.1 µM), for the others: at the top dose activity, negative = inhibition, actives largely listed as inhibitors; 410,000 compounds, 1.2% hits; AID 588855, 2011; note: potency is the fitted concentration of half-maximal effect; % is set by controls: 0 for no effect and ±100 for the full control effect; nearly all actives have a fitted effect of over 65% in size
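Read-out: total well GFP (ex488/em500-530) summed from mean per-cell fluorescence. Cells: HEPG2 CAGA-GFP, 1% FBS DMEM, 18 h at 37 degrees C with 500 pg/mL final TGF-beta. Unstimulated wells served as the full-inhibition control; stimulated DMSO wells = 0%.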
A549 viability: Nrf2 qHTS screen for inhibitors: counterscreen for cytotoxicity; A549 ARE-Fluc cells, CellTiter-Fluor viability, 18-24 h; Potency, µM (series often up to 46 µM), without a hit: at the top dose activity change, negative = cytotoxicity, most hits filed as inhibitors; 390,000 compounds, 0.16% hits; AID 504648, 2011; note: potency is the fitted concentration of half-maximal effect; % is set by controls: 0 for no effect and ±100 for the full control effect
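A549 ARE_Fluc cells in 5% FBS OPTI-MEM were exposed to compounds in concentration-response for 18-24 h at 37 deg C. Viability was read by CellTiter-Fluor fluorescence (Ex 405/Em 525) after 30 min, before the luciferase read.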
Active calls of the source: *; i = inactive; ? = inconclusive; . = no result given; [ ] = remark or other dose. Unless noted, calls come from the whole dose curve; as a rule, active = well fitted curve in the direction sought with a large enough effect; inconclusive = small, poorly fitted or top-dose-only effect, or another doubt; inactive = no such curve, though single readings can be large; an effect the other way counts as inactive or inconclusive.

SMILES	Nrf2 activator	CCT modulator	Nrf2 block	MmCpn inh	EPAC2 ag	EPAC2 antagonist	pAkt inh	TGFb SMAD3 inh	A549 viability
CCCCN1C(=O)CC(SC2CC(=O)N(CCCC)C2=O)C1=O (stereo not given)	18%	0.4	-21%	.	24%	1%	i	15%	?
O=C(Cn1ccccc1=O)Nc1ccc(Cl)c(S(=O)(=O)N2CCCCC2)c1	-0.6%	-2.9	?	0%	7%	5%	i	-16%	4%
CCOC(=O)c1c(-c2ccc(C)cc2)csc1NC(=O)c1nc(SCC)ncc1Cl	-1.3%	.	6%	.	.	.	.	?	13%
COc1ccc(C(CC(=O)O)NC(=O)COc2ccccc2)cc1OC (stereo not given)	-0.6%	-2.3	-14%	0%	-13%	1%	i	-5%	-19%
O=C(CNS(=O)(=O)c1ccc(F)cc1)N1CCCCCC1	-0.2%	-0.4	16%	3%	5%	10%	i	21%	-5%
COc1ccc(-n2c(=O)cc(N3CCCCCC3)[nH]c2=O)cc1	0.0%	-5.4	26%	1%	16%	10%	i	-2%	16%
CNC(=S)N1N=C(c2ccc(OC)cc2)CC1c1ccc(Cl)cc1Cl (stereo not given)	4.7%	-15	-10%	?	4%	0%	i	-6%	1%
COc1ccccc1C(=O)NC(=O)Nc1cccc(Cl)c1	9.8%	-1.4	?	-11%	2%	-1%	i	2%	4%
COc1ccc(-c2cn(CCC(=O)O)c(-c3ccncc3)n2)cc1	-1.1%	-3.5	?	-3%	11%	-1%	i	-2%	9%
O=C1CC2(CCN(C(=O)c3ccc(Cl)cc3)CC2)Oc2ccccc21	-0.5%	-0.3	3%	-1%	-8%	-5%	i	-9%	-7%
Cc1ccc(NC2=NCC(=O)N2C2CCCC2)cc1C	4.3%	-3.9	-22%	-6%	13%	-8%	i	-13%	10%
COc1cc(CC(=O)OCC(=O)NCC(C)C)cc(OC)c1OC	4.4%	0.7	3%	-4%	2%	-2%	i	18%	-2%
CN(C)S(=O)(=O)c1ccc(F)c(C(=O)Nc2ccccc2C(=O)NC2CC2)c1	4.5%	0.1	7%	2%	7%	-1%	i	-8%	0%
CC(C)c1nc2scc(-c3ccc(Cl)cc3)c2c(=O)n1N	-0.3%	-2.1	-16%	-13%	18%	-4%	i	-6%	12%
CCCCC1(CC)C(=O)NC(=O)NC1=Nc1ccc(OC)cc1 (stereo not given)	-0.9%	-1.2	9%	1%	5%	1%	i	9%	-13%
COc1cc(Cl)c(S(=O)(=O)N2CC(C)OC(C)C2)cc1Cl (stereo not given)	2.9%	1.0	-11%	1%	2%	6%	i	-7%	-8%
COCC(C)n1c(SCC(=O)NNC(=O)c2ccc(F)cc2)nc2ccccc2c1=O (stereo not given)	0.4%	-2.2	-5%	-3%	-3%	2%	i	?	5%
O=S(=O)(c1ccccc1)C(Br)S(=O)(=O)c1ccccc1	0.1%	0.1	.	.	5%	13%	i	-1%	.
CCOc1c(Cl)cc(CNc2ccc3[nH]c(=O)[nH]c3c2)cc1OC	14%	.	?	.	.	.	.	3%	-17%
CCOC(=O)C1CCCN(C(=O)c2cc(Nc3ccc(OC)cc3)nc3ccccc23)C1 (stereo not given)	-0.7%	-0.4	6%	.	11%	-2%	i	14%	0%
C[C@@H](NC(=O)[C@H]1O[C@@H](n2cnc3c(N)ncnc32)[C@H](O)[C@@H]1O)c1cccc2ccccc12	1.2%	1.3	.	.	-10%	-29%	i	-20%	.
O=C(Nc1cc(F)cc(F)c1)c1sc(Cl)nc1-c1ccccc1	17%	-1.5	3%	50µM*	-5%	-2%	i	-20%	1%
COc1ccc2oc(=O)c(C(=O)Nc3ccccc3C)cc2c1	11%	3.4	?	-4%	-6%	14%	i	139%[activator]	-1%
O=C(Nc1ccccc1C(=O)Nc1ccccn1)c1ccc([N+](=O)[O-])cc1	-0.6%	-7.1	-17%	1%	4%	6%	i	-1%	-3%
Cc1cccc(CN2CCC(CNC(=O)Nc3ccc(F)c(Cl)c3)CC2)c1	0.1%	-1.1	?	3%	-2%	-5%	i	?	?

Reprinted from the part before: 3 compounds, then new ones.
SMILES	Nrf2 activator	CCT modulator	Nrf2 block	MmCpn inh	EPAC2 ag	EPAC2 antagonist	pAkt inh	TGFb SMAD3 inh	A549 viability
COc1ccc2oc(=O)c(C(=O)Nc3ccccc3C)cc2c1	11%	3.4	?	-4%	-6%	14%	i	139%[activator]	-1%
O=C(Nc1ccccc1C(=O)Nc1ccccn1)c1ccc([N+](=O)[O-])cc1	-0.6%	-7.1	-17%	1%	4%	6%	i	-1%	-3%
Cc1cccc(CN2CCC(CNC(=O)Nc3ccc(F)c(Cl)c3)CC2)c1	0.1%	-1.1	?	3%	-2%	-5%	i	?	?
CCC(C(=O)OCC(=O)C1(O)CCC2C3CCC4=CC(=O)CCC4(C)C3C(O)CC21C)C(C)C (stereo not given)	-0.4%	0.1	1.2µM*	.	-12%	-6%	i	?	-3%
CCCc1nnc(SCC(=O)NC2CCCCC2)n1CCOC	0.2%	-5.8	5%	4%	0%	1%	i	-15%	?
O=C(COC(=O)/C=C/c1ccccc1Cl)NC1CCCCCC1	-0.4%	0.1	17%	1%	-5%	1%	i	5%	-1%
COc1ccc(OCCCC(=O)Nc2ccc(N3CCCCC3)cc2)cc1	0.0%	-1.2	4%	0%	3%	14%	i	-11%	1%
O=C(N/N=C/c1cn(-c2ccccc2)nc1-c1ccc(F)cc1)c1ccc(Br)o1	0.4%	-0.1	?	-1%	20%	29%	i	-14%	-3%
Cc1ccc(C(=O)NCC(C)NC(=O)c2ccc(C)c([N+](=O)[O-])c2)cc1[N+](=O)[O-] (stereo not given)	-0.4%	2.0	?	.	14%	22%	i	-30%	6%
COc1ccc(CNC(=O)COc2ccc(OC)cc2)cc1	-0.3%	0.2	4%	-4%	10%	-1%	i	-5%	2%
COc1cc(/C=N/Nc2ccc([N+](=O)[O-])cn2)cc(OC)c1O	6.1%	2.3	-20%	-1%	0%	0%	i	-8%	-18%
COc1ccc(C2CC(c3ccccc3Cl)Nc3ncnn32)cc1OC (stereo not given)	-0.3%	2.8	-15%	1%	-2%	1%	i	?	-5%
Cc1nc2ccccc2c2c1C(=O)N(c1cccc(C(=O)O)c1)C2=O	0.1%[9.22 µM]	2.5	9%	1%	-4%	-16%	i	3%	-5%
O=C(CN1C(=O)NC2(CCCCCC2)C1=O)NC1CC1	-0.2%	1.8	-23%	-1%	10%	-5%	i	1%	1%
CCNC(=O)Cn1nc(C)n2c(cc3c(OC)cccc32)c1=O	-1.4%	.	-6%	.	.	.	.	0%	-11%
CCN(CC)c1ccc(C(=O)OCC(=O)N(C)Cc2ccccc2)cc1	1.1%	-2.0	0%	?	18%	-26%	i	4%	6%
Cc1cn(C2CCC(CO)O2)c(=O)[nH]c1=O (stereo not given)	0.3%	-4.4	7%	-5%	12%	3%	i	-3%	4%
O=P(O)(O)c1cc(-c2ccccc2)oc1-c1ccccc1	0.1%	0.8	?	-5%	11%	3%	i	16%	-1%
COc1cc(NC(=S)NCCCN2CCOCC2)c(OC)cc1Cl	-0.5%	1.1	-3%	1%	-5%	5%	i	-9%	-5%
Cc1cc(N(C)C)ccc1N=Nc1ccc2ncccc2c1	?	2.2	?	1%	8%	-5%	i	-9%	-19%
O=S(NCc1ccccc1)C12CC3CC(CC(C3)C1)C2 (stereo not given)	-0.7%	-1.9	24%	0%	8%	5%	i	12%	-3%
O=C(Cn1cc(C(=O)C(F)(F)F)c2cc(Br)ccc21)N1CCOCC1	0.0%	-0.6	-18%	-1%	9%	8%	i	-10%	7%
O=C(CCNC(=O)c1ccccc1Cl)NCc1ccncc1	-0.5%	-0.1	-17%	1%	3%	0%	i	1%	2%
O=C(O)CSc1nc2c(c(=O)[nH]1)CCCC2	-0.9%	-0.1	.	0%	1%	11%	i	1%	-2%
C/C(=N\O)c1ncc(C(F)(F)F)cc1Cl	-0.2%	0.0	-11%	-1%	13%	0%	i	-6%	5%
Cc1cc(C)c(N2C(=NC(=O)CCCC(=O)O)SC3CS(=O)(=O)CC32)c(C)c1 (stereo not given)	-0.1%	0.3	?	1%	8%	2%	i	-11%	0%
CCc1ccc(NC(=O)Cn2c(=O)c(CNc3ccccc3)cc3cc(OC)c(OC)cc32)cc1	-0.3%	.	15%	.	.	.	.	0%	3%
C/C(=N\NC(=O)C(C)Sc1ccccc1)c1ccc([N+](=O)[O-])cc1 (stereo not given)	6.1%	1.0	-16%	-5%	0%	-3%	i	-18%	17%
O=C(CCN1C(=O)/C(=C/c2ccccc2F)SC1=S)NC1C=CS(=O)(=O)C1 (stereo not given)	15%	-0.6	-29%	1%	-2%	-11%	i	13%	-23%
Cc1ccc(NC(=O)c2ccc3c(c2)OCCO3)cc1	-1.9%	-2.8	?	-2%	5%	6%	i	?	-5%
N=C1c2ccccc2CN1NC(=O)c1cccc(S(=O)(=O)N2CCCCC2)c1	0.5%	-0.9	-8%	1%	-6%	3%	i	1%	5%
CC(=O)c1sc2nc(-c3cccs3)ccc2c1N	13µM*	-2.2	?	-14%	11%	4%[57.1 µM]	i	-2%	-4%

An excerpt; count on the stated rates, not on these rows.
